Growth percent in the NCI-60 one-dose screen (48 h, 10 µM unless noted): 100 = growth as untreated, 0 = no growth, -100 = all killed.
SF-539 – SF-539 CNS cancer | 81,000 tested, 6.8% active
KM12 – KM12 colon cancer cells; 82,000 tested, 5% active
HCT-15 – HCT-15 colon cancer. 82,000 tested, 5.2% active
HCC-2998 – HCC-2998 colon cancer; AID 1794799; 79,000 tested, 4.7% active
SNB-75 – SNB-75 CNS cancer | 79,000 tested, 5% active
HCT-116 – HCT-116 colon cancer; 82,000 tested, 7.3% active
SW-620 – SW-620 colon cancer | 82,000 tested, 5.2% active
SF-295 – SF-295 CNS cancer cells | 79,000 tested, 5.6% active | AID 1794758
SNB-19 – SNB-19 CNS cancer cells; 81,000 tested, 2.5% active; AID 1794751
* = called active by the depositor; . = not tested or not shown; & = joins results of further samples. The calls were made as follows: active = growth percent below 10; inactive = the rest.

SMILES	SF-539	KM12	HCT-15	HCC-2998	SNB-75	HCT-116	SW-620	SF-295	SNB-19
COc1ccc(-c2nnc3c(/C=C/c4ccc(F)cc4)nc4ccccc4n23)cc1	94	78	76	91	90	57	89	123	83
CCOc1cc(/C=C/C(=O)C(C(=O)/C=C/c2ccc(OC(=O)CNc3nc4ccccc4[nH]3)c(OCC)c2)C(=O)CNc2nc3ccccc3[nH]2)ccc1OC(=O)CNc1nc2ccccc2[nH]1	-33*	-71*	-41*	-41*	-18*	-61*	-71*	-20*	25
CCCCCCC(=O)OCC(=O)c1ccc(Br)cc1	.	96	102	108	107	94	92	101	102
COC(=O)c1cc(CN2CCCCC2)cc(OC(=O)c2cc(OC)c(OC)c(OC)c2)c1	105	104	90	105	77	100	93	104	112
N#C/C(C(=O)Nc1ccccc1)=c1\s/c(=C\Nc2ccc(F)cc2)c(=O)n1-c1ccccc1	91	96	81	104	97	90	101	104	100
CCOC(=O)CN1C(=O)N2CC[C@@H](OC(C)=O)C[C@H]2c2ccccc21	100	116	101	99	78	103	130	95	110
CC[C@]12C=CCN3CC[C@@]4(c5cc(NC(=O)CCC(=O)N[C@@H](Cc6c[nH]c7ccccc67)C(=O)OC)c(OC)cc5N(C)[C@H]4[C@@](O)(C(=O)OC)[C@@H]1OC(C)=O)[C@@H]32	102	93	105	96	.	98	93	99	89
CCCCCN1C=C/C(=C\C(=O)N(C)Cc2ccccc2)c2ccccc21	106	108	101	111	103	100	105	97	97
CS(=O)(=O)CC(=N\N)/C(CS(C)(=O)=O)=N/N	106	111	106	113	122	109	119	101	104
Cn1c(=O)c2c(ncn2CC(=O)Nc2ccc(F)cc2)n(C)c1=O	102	103	107	114	91	95	107	98	95
Cc1ccc(-n2c(-c3cc4ccccc4nc3Cl)noc2=O)c(C)c1	92	87	80	93	69	64	88	55	.
COc1ccc(OC)c(-c2cc(-c3ccc(Cl)cc3)c3c(N)c(C(=O)c4ccccc4)sc3n2)c1	97	80	93	94	103	89	109	102	96
O=C(c1ccccc1)c1cc2ccccc2o1	102&100	98&101	97&97	107&103	80&99	91&100	93&118	104&93	102&96
COC(=O)c1cccc(O)c1	118	109	98	102	106	105	103	102	107
COc1cc(Cn2c(SCCC(=O)Nc3ccc(Cl)cc3)nc3ccccc3c2=O)cc(OC)c1OC	87	90	74	103	75	56	95	84	79
CNC(=O)c1ccccc1Nc1nc(Nc2ccc3c(c2OC)CCC[C@H](N2CCN(CCO)CC2)C3)ncc1Cl	-42*	-27*	0.5*	.	-5.4*	-63*	-20*	-64*	19
NNC(=O)/C=C(/CC(=O)NN)C(=O)NN	93	119	102	106	106	104	103	89	103
CSc1ccc(NCc2cn(-c3ccc(C(=O)O)cc3)nc2-c2ccc(C(=O)O)cc2)cc1	93	102	108	104	93	104	104	101	104
Clc1ncc(Br)c(N2CCC3(CC2)OCCO3)n1	103	103	102	103	98	102	107	103	108
O=C(CCc1nnc(C(Cl)(Cl)Cl)o1)c1nc2ccccc2[nH]1	103	118	.	98	89	111	107	108	103
O=C1CC(c2ccc3c(c2)OCO3)Nc2cc3c(cc21)OCO3 (stereo not given)	6.5*	15	14	18	14	.	25	7.6*	28
COc1ccc(NC(=S)N/N=C/c2cccc(F)c2)cc1	97	107	105	103	93	86	107	99	93
O=[N+]([O-])c1ccc2c(c1)N1C(=NS(=O)(=O)c3cnccc31)O2	98	116	114	.	115	101	112	39	108
COc1ccccc1NC(=O)C(N=Nc1ccc(-c2nc3ccc(C)c(S(=O)(=O)O)c3s2)cc1S(=O)(=O)O)C(C)=O (stereo not given)	100	104	98	98	99	104	107	89	99
O=C(CN1C(=O)/C(=C\c2ccc(Cl)cc2)SC1=S)Nc1ncc(Cc2ccc(Cl)cc2)s1	94	101	103	106	89	107	105	101	102
O=C(O)c1cn(C2CC2)c2cc(N3CCN(C(=O)N/N=C/c4ccccc4O)CC3)c(F)cc2c1=O	93	107	108	106	87	107	103	106	96
Nc1cc(=O)n(C(=O)CSc2ncnc3c2c(-c2ccccc2)c(-c2ccccc2)n3-c2cccc(Cl)c2)[nH]1	99	94	94	98	.	95	104	94	101
COc1ccc(C(=O)Nn2c(NCC(=O)N3c4ccccc4Sc4ccccc43)nnc2-c2ccc(O)cc2)cc1	117	109	97	.	115	101	104	107	111
O=C1c2ccccc2C(=O)N1CCP(=O)(c1ccccc1)c1ccccc1	97	104	94	97	76	97	91	113	109
Cc1ccccc1C1N=C2Oc3ccccc3C=C2C(=O)N1 (stereo not given)	-5.3*	65	37	26	21	42	40	.	61
Cc1ccc(-n2cc(-c3ccccc3)c3c(SCc4n[nH]c(=S)o4)ncnc32)cc1	90	100	120	101	.	94	97	103	95
O=C(NCc1ccco1)C1CCN(S(=O)(=O)c2ccc(Cl)cc2)CC1	81	38	71	80	72	70	39	.	84
CCOc1ccc(N=C(N)N=C(N)N)cc1	98	112	113	109	102	100	114	103	107
C#CCOc1ccccc1C(OC(=O)c1cccc(Cl)c1)C(=O)NC(C)(C)C(C)(C)C (stereo not given)	97	89	72	82	76	50	91	69	90
COc1ccc(SSc2ccc(OC)cc2C(=O)O)c(C(=O)O)c1	100&103	99&104	112&99	118&98	100&72	98&102	101&99	92&98	99
O=Cc1cccc(OC(=O)Nc2ccccc2)c1	101	98	108	.	100	98	104	102	103
O=C(N/N=C/c1ccccc1O)C(=O)Nc1ccc(F)cc1	34	42	28	39	85	38	45	4.8*	54
N#C/C(=C/c1cccs1)c1nnc(NC(=O)c2ccc(-n3c(=O)[nH]c4ccccc4c3=O)cc2)s1	95	109	120	105	.	108	118	111	99
COc1ccc(/C=C2\COc3ccc(-c4ccccc4)cc3C2=O)c(OC)c1	97	98	84	75	66	76	93	190	103
O=C(c1ccccc1)c1ccc2nc(-c3ccccc3Br)[nH]c2c1	-96*	-44*	-38*	-96*	-42*	-39*	-18*	11	4.8*
CCOC(=O)C(O)C(O)C(=O)OCC (stereo not given)	109	102	99	111	99	103	101	104	103
O=C1/C(=C/c2ccc(Cl)cc2)N=C2Sc3cc(Cl)ccc3C(=O)N12	101	108	93	112	103	100	101	.	99
CC1(C)CC[C@]2(C(=O)NC3CCCCC3)CC[C@]3(C)C(=CC[C@@H]4[C@@]5(C)CCC(=O)C(C)(C)[C@@H]5CC[C@]43C)[C@@H]2C1	81	97	92	95	84	80	101	100	87
O=C(NNC(=O)c1ccccc1F)c1ccccc1	98	102	110	101	96	115	103	109	101
CCN(CC)CCN1C(=O)c2c(c3c4cc(Br)ccc4[nH]c3c3ccc4ccccc4c23)C1=O	-97*	.	-89*	-90*	77	-80*	-62*	-89*	-93*
CCC(CC)COC(=O)c1ccc(O)c(O)c1	34	61	49	84	75	73	80	90	75
O=C(Cn1c[n+](CC(=O)c2ccc(F)cc2F)c2ccccc21)Nc1cccc2cccnc12	105&85	100&99	98&99	116&94	90&39	102&84	105	109&100	97&87
COC(=O)[C@]1(C)CCC[C@]2(C)[C@H]3C[C@H]4C(C(C)C)=C[C@]3(CC[C@H]21)[C@H]1[C@@H]4[C@@H](OCCC#N)CC[C@@H]1OCCC#N	60	40	30	65	76	15	48	30	52

The list goes on; it opens with the 6 that closed the last part.
SMILES	SF-539	KM12	HCT-15	HCC-2998	SNB-75	HCT-116	SW-620	SF-295	SNB-19
CC1(C)CC[C@]2(C(=O)NC3CCCCC3)CC[C@]3(C)C(=CC[C@@H]4[C@@]5(C)CCC(=O)C(C)(C)[C@@H]5CC[C@]43C)[C@@H]2C1	81	97	92	95	84	80	101	100	87
O=C(NNC(=O)c1ccccc1F)c1ccccc1	98	102	110	101	96	115	103	109	101
CCN(CC)CCN1C(=O)c2c(c3c4cc(Br)ccc4[nH]c3c3ccc4ccccc4c23)C1=O	-97*	.	-89*	-90*	77	-80*	-62*	-89*	-93*
CCC(CC)COC(=O)c1ccc(O)c(O)c1	34	61	49	84	75	73	80	90	75
O=C(Cn1c[n+](CC(=O)c2ccc(F)cc2F)c2ccccc21)Nc1cccc2cccnc12	105&85	100&99	98&99	116&94	90&39	102&84	105	109&100	97&87
COC(=O)[C@]1(C)CCC[C@]2(C)[C@H]3C[C@H]4C(C(C)C)=C[C@]3(CC[C@H]21)[C@H]1[C@@H]4[C@@H](OCCC#N)CC[C@@H]1OCCC#N	60	40	30	65	76	15	48	30	52
O=C(c1ccccc1)C(Cc1ccccc1)c1ccccc1 (stereo not given)	101	92	86	93	94	85	101	85	103
COc1ccc(OCC(=O)OC(C)C)cc1	98	94	98	103	85	114	94	97	99
COc1ccc(-c2cc(-c3ccccc3)nc(SCCCCCCC(=O)NO)n2)cc1	73	60	44	79	25	25	23	67	61
COc1ccc(/C=N/NC(=O)CCN2c3ccccc3Sc3ccccc32)cc1	85	54	44	92	80	69	57	69	75
Cc1ccc(NC2(C#N)CCCC2)cc1	97&109	108&102	94&106	104&101	99&96	102&102	103&107	114&106	109&104
O=S(=O)(NC1C2c3ccccc3C(c3ccccc32)C1O)c1ccc(Cl)cc1 (stereo not given)	101	102	98	105	77	95	99	99	101
Cc1ccc(C2Nc3nc(-c4cccnc4)nn3C(N)=C2C#N)cc1 (stereo not given)	.	95	101	106	77	108	103	90	96
Nc1ncnc2c1c(C(F)(F)F)cn2[C@@H]1O[C@H](CO)[C@@H](O)[C@H]1O	-32*	4.0*	4.2*	7.2*	-35*	8.4*	5.2*	7.8*	15
CCSc1ncc(Br)c(Sc2nc(N)nc3nc[nH]c23)n1	60	79	69	41	60	37	91	39	121
COc1cc2c3c(c(=O)oc2cc1OS(=O)(=O)c1ccc(C)cc1)CCCCC3	80	79	70	99	84	70	88	85	108
CN(C)c1ccc(/C=C2\C(=N)N=C(SCc3nc4ccccc4[nH]3)NC2=O)cc1	108	109	107	130	104	104	107	107	98
CC(=O)C(C(C)=O)C(c1ccccc1)C(C(C)=O)C(C)=O	101	110	100	106	95	91	110	97	102

3 entries already listed, arranged by heavy-atom count, largest number first:
SMILES	SF-539	KM12	HCT-15	HCC-2998	SNB-75	HCT-116	SW-620	SF-295	SNB-19
COc1cc2c3c(c(=O)oc2cc1OS(=O)(=O)c1ccc(C)cc1)CCCCC3	80	79	70	99	84	70	88	85	108
O=S(=O)(NC1C2c3ccccc3C(c3ccccc32)C1O)c1ccc(Cl)cc1 (stereo not given)	101	102	98	105	77	95	99	99	101
Cc1ccc(C2Nc3nc(-c4cccnc4)nn3C(N)=C2C#N)cc1 (stereo not given)	.	95	101	106	77	108	103	90	96

Two entries drawn at random from the list so far, as already listed:
SMILES	SF-539	KM12	HCT-15	HCC-2998	SNB-75	HCT-116	SW-620	SF-295	SNB-19
Cc1ccc(-n2cc(-c3ccccc3)c3c(SCc4n[nH]c(=S)o4)ncnc32)cc1	90	100	120	101	.	94	97	103	95
COc1ccc(/C=C2\COc3ccc(-c4ccccc4)cc3C2=O)c(OC)c1	97	98	84	75	66	76	93	190	103

More compounds follow.
SMILES	SF-539	KM12	HCT-15	HCC-2998	SNB-75	HCT-116	SW-620	SF-295	SNB-19
C/C(Cc1ccccc1)=N\O	108	103	97	.	115	101	98	117	108
O=C1Nc2cc(-c3ccc(NC(=O)C4CC4)cc3)ccc2/C1=C/c1ccc[nH]1	91	40	95	111	95	104	113	101	95
COc1ccc(/C=C2/C(=O)NC(SCC(=O)N3CCN(c4cc5c(cc4F)c(=O)c(C(=O)O)cn5C4CC4)CC3)=NC2N)cc1 (stereo not given)	107	106	102	111	.	102	104	111	104
COC(=O)c1ccc2nc(C)c(C(=O)Nc3ccccc3)nc2c1	103	109	93	103	80	96	107	107	103
CC(=O)c1c(O)c(C)c(O)c2c1OC1=CC(=O)C(C(C)=O)C(=O)C12C (stereo not given)	98	73	84	58	.	94	75	17	97
CC(C)C1=CC2=CC[C@H]3C(C)(C)C[C@@H](O)C[C@]3(C)[C@H]2CC1	.	101	105	104	107	98	102	104	94
Cc1cc(=O)[nH]c(N/N=C/C=C/c2ccccc2)n1	103	109	108	100	89	108	108	96	98
CC(C)CC(=O)c1ccccc1O	89	94	97	111	90	106	105	95	101
Clc1cccc(N=Cc2ccc(Cl)cc2Cl)c1	106	102	94	103	85	51	83	111	.

One compound at a time, from the list above.
COc1ccc(/C=C2/C(=O)NC(SCC(=O)N3CCN(c4cc5c(cc4F)c(=O)c(C(=O)O)cn5C4CC4)CC3)=NC2N)cc1 (stereo not given) as listed: SF-539: 107; KM12: 106; HCT-15: 102; HCC-2998: 111; SNB-75: .; HCT-116: 102; SW-620: 104; SF-295: 111; SNB-19: 104
COC(=O)c1ccc2nc(C)c(C(=O)Nc3ccccc3)nc2c1 as listed: SF-539: 103; KM12: 109; HCT-15: 93; HCC-2998: 103; SNB-75: 80; HCT-116: 96; SW-620: 107; SF-295: 107; SNB-19: 103
